Compound activity: PubChem, The Scripps Research Institute Molecular Screening Center
TTR transcr act – TTR transcription activation, primary screen; activation, % at 16.7 µM; 1.3% of 92,000 active; SH-SY5Y TTR promoter Gaussia luciferase, luminescence; 100% = recombinant luciferase protein wells; AID 1117267;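 active = activation above the mean of all tested compounds plus 3 SD, cut at about 9.5% in these data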;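 also: cells exposed to compounds for one day before reading; 0% = median of all test compound wells on the plate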
Active calls of the source: *.

Start of the data: the first seven compounds (preview)
TTR transcr act,Molecule
0.1,CC(C)Cc1ccc(CN2C(C(C)C)C(=O)N(Cc3cn(CCC4OCCO4)nn3)CCS2(=O)=O)cc1 (stereo unspecified)
6.8,COc1ccc(C(Nc2ccccn2)c2c(NC(=O)c3ccco3)sc(C)c2C)cc1OC (stereo unspecified)
-0.2,CSc1ncccc1C(=O)N1CCCC(C(=O)c2cc(F)ccc2F)C1 (stereo unspecified)
0.5,CC1Cc2ccccc2N1CC(=O)NC(=O)NCc1ccccc1 (stereo unspecified)
0.9,O=C(Nc1ccccc1)N(Cc1ccccc1)Cc1ccccc1
1.6,COCCNC(=O)c1ccc(N2CC3CC(C2)c2cccc(=O)n2C3)c(NC(=O)c2ccc(F)cc2)c1 (stereo unspecified)
1.3,CCOc1ccc(NC(=O)CN(C)C(=O)c2c(-c3ccccc3Cl)noc2C)cc1OCC

Main list, repeating the preview:
TTR transcr act,Molecule
0.1,CC(C)Cc1ccc(CN2C(C(C)C)C(=O)N(Cc3cn(CCC4OCCO4)nn3)CCS2(=O)=O)cc1 (stereo unspecified)
6.8,COc1ccc(C(Nc2ccccn2)c2c(NC(=O)c3ccco3)sc(C)c2C)cc1OC (stereo unspecified)
-0.2,CSc1ncccc1C(=O)N1CCCC(C(=O)c2cc(F)ccc2F)C1 (stereo unspecified)
0.5,CC1Cc2ccccc2N1CC(=O)NC(=O)NCc1ccccc1 (stereo unspecified)
0.9,O=C(Nc1ccccc1)N(Cc1ccccc1)Cc1ccccc1
1.6,COCCNC(=O)c1ccc(N2CC3CC(C2)c2cccc(=O)n2C3)c(NC(=O)c2ccc(F)cc2)c1 (stereo unspecified)
1.3,CCOc1ccc(NC(=O)CN(C)C(=O)c2c(-c3ccccc3Cl)noc2C)cc1OCC
-0.7,CSC1=NCCN1C(=O)c1ccc(S(=O)(=O)N2CCCC2)cc1
-1.2,CCOC(=O)c1cc(C(=O)NCc2ccc(Cl)cc2Cl)nn1C
2.1,COc1ccc(OC)c(NC(=O)C2CCCCC2)c1
1.6,CCN1CCN(C(=O)CCNC(=O)Cn2cnc3ccccc3c2=O)CC1
2.5,Cc1cc(C(F)F)n2nc(C(=O)Nc3sc4c(c3C#N)CCC(C)C4)nc2n1 (stereo unspecified)
1.6,Cc1cn([C@H]2C[C@H](O)[C@@H](CNC(=O)[C@H]3CCC(=O)N3)O2)c(=O)[nH]c1=O
-2.8,CCCN(CC1CC1)C(=O)CSc1ncnc2sc(C)c(C)c12
0.1,O=S1(=O)CC(N2CCC(Cc3ccccc3)CC2)CN1CCc1ccccc1 (stereo unspecified)
-0.3,CCOC(=O)C1CCN(C(=O)c2ccccc2NC(=O)c2ccc(Cl)cc2)CC1
1.1,Cc1ccc(C)c(NC(=O)CCc2c(C)nn(-c3ccc(N4CCCCC4)nn3)c2C)c1
-2.3,Cc1cc2nn(-c3ccccc3)nc2cc1NC(=O)c1cccs1
-1.2,O=C(N[C@@H]1C/C=C\C[C@H](CC(=O)N(CCO)Cc2ccccc2)C(=O)N[C@@H](Cc2c[nH]c3ccccc23)COC1=O)OCC1c2ccccc2-c2ccccc21
1.4,CCOC(=O)CSc1[nH]c2cc(OC)ccc2c1[N+](=O)[O-]

6 entries already listed, arranged by formula weight, largest number first:
TTR transcr act,Molecule
-1.2,O=C(N[C@@H]1C/C=C\C[C@H](CC(=O)N(CCO)Cc2ccccc2)C(=O)N[C@@H](Cc2c[nH]c3ccccc23)COC1=O)OCC1c2ccccc2-c2ccccc21
1.3,CCOc1ccc(NC(=O)CN(C)C(=O)c2c(-c3ccccc3Cl)noc2C)cc1OCC
1.6,CCN1CCN(C(=O)CCNC(=O)Cn2cnc3ccccc3c2=O)CC1
1.6,Cc1cn([C@H]2C[C@H](O)[C@@H](CNC(=O)[C@H]3CCC(=O)N3)O2)c(=O)[nH]c1=O
-2.3,Cc1cc2nn(-c3ccccc3)nc2cc1NC(=O)c1cccs1
0.9,O=C(Nc1ccccc1)N(Cc1ccccc1)Cc1ccccc1

The main list resumes, starting 2 compounds before the break.
TTR transcr act,Molecule
-1.2,O=C(N[C@@H]1C/C=C\C[C@H](CC(=O)N(CCO)Cc2ccccc2)C(=O)N[C@@H](Cc2c[nH]c3ccccc23)COC1=O)OCC1c2ccccc2-c2ccccc21
1.4,CCOC(=O)CSc1[nH]c2cc(OC)ccc2c1[N+](=O)[O-]
-1.4,COc1ccccc1-c1csc(C(O)c2ccc(F)c(F)c2)n1 (stereo unspecified)
2.6,CC(C)C(=O)Nc1nnc(S(=O)(=O)N2CCCc3ccccc32)s1
-0.6,CCOC(=O)Cn1nc(-c2ccccc2)c2ccccc2c1=O
-5.4,COc1cc(NC(=O)[C@H]2CCCN2S(=O)(=O)c2cccc3cccnc23)cc(OC)c1OC
2.1,CCCC(=O)Nc1cccc(NC(=O)c2ccccc2Br)c1
1.5,COC(=O)C1=CN(C(C)C)C=C(C(=O)OC)C1c1cc(Br)c(OC)c(OC)c1
-1.0,COc1cccc(/C=C/C(=O)OCC(=O)NCc2ccc3c(c2)OCO3)c1
3.0,CC(=O)N1N=C(c2cccs2)CC1c1cc2cc(C)ccc2nc1Cl (stereo unspecified)
2.5,CC(C)NS(=O)(=O)c1ccc(OCC(=O)N2CCCC2)c(Cl)c1
-0.6,Cc1oc(-c2ccccc2F)nc1CN1CCC(C(=O)NC2CCCc3ccccc32)CC1 (stereo unspecified)
0.5,COc1cc(NS(=O)(=O)c2ccc(NC(=S)NC(=O)c3ccc(F)cc3)cc2)nc(OC)n1
0.8,Cc1cc(C(F)F)nn1CC(=O)N1CCSCC1
0.2,CCC1=C(OC(=O)N(CC)CC)N2C(=O)OC(=NCCOC)[C@]2(Cc2ccccc2)[C@H]2C1=CC[C@H]1C(=O)N(C)C(=O)[C@H]12
-1.3,COc1ccc(OC)c(NC(=O)C2CCN(C(=O)c3cccs3)CC2)c1
8.6,CC(C)c1cccc(C(C)C)c1NC(=S)Nc1cccc(Cl)c1
1.7,COc1cc(N)c(Cl)cc1C(=O)OCC(=O)NC(=O)NCc1ccco1
-0.6,Cc1cccc(N=C2NC(=O)/C(=C/c3cccnc3)S2)c1
0.3,COc1cc(CN2CCN(C(C)C)C(CCO)C2)ccc1OCc1ccccc1 (stereo unspecified)
-0.7,Cc1ccc(NC(=O)CSc2nnc3ccccn23)cc1
-1.6,CCC(CO)Oc1cc(NCc2ccccc2C(F)(F)F)c2ncn(C(C)C)c2c1 (stereo unspecified)
-0.3,Cn1c(N)c(N=O)c(=O)n(C)c1=S
-2.0,O=[N+]([O-])c1cccc(-c2n[nH]c(=S)n2-c2ccc(Br)cc2)c1
1.4,COc1cccc(C2=NN(C(=O)c3cccs3)C(O)(C(F)(F)F)C2)c1 (stereo unspecified)
-0.4,CCOC(=O)[C@@H](NC(=O)CC[C@H]1O[C@@H](n2cc(C)c(=O)[nH]c2=O)C[C@@H]1O)C(C)C
0.1,O=C(CN1CCN(S(=O)(=O)c2ccc(Br)cc2)CC1)Nc1ccccc1F
-1.1,CCCCn1c(CCNC(=O)c2ccco2)nc2ccccc21
1.4,COc1ccc(CNC(=O)c2ccc(S(=O)(=O)NCc3ccco3)cc2)cc1
0.1,Nc1c(-c2cccc(Cl)c2)cnn1-c1cccc(C(F)(F)F)c1
-0.1,COC(=O)c1nn(-c2ccc3c(c2)OCO3)cc1O
-1.5,Cc1cccnc1C(NC(=O)C1CCN(Cc2ccc(Cl)cc2)CC1)c1ccccc1 (stereo unspecified)
0.5,O=C(O)c1ccc2[nH]c3c(c2c1)CCCC3
2.4,O=C(NCCc1ccccc1)C(c1ccncc1)N(C(=O)c1csnn1)C1CC1 (stereo unspecified)
-0.3,Cn1c2ccc(F)cc2c2ncn(Cc3ccco3)c(=O)c21
-0.7,Cc1ccc2cccc(Oc3ncnc4scc(-c5ccccc5)c34)c2n1
-0.3,CCc1ccc2c(c1)/C(=N/OC)C(=O)N2
-0.3,COc1cc(/C=C2\OC(=O)c3c(OC)cccc32)ccc1O
2.7,Cc1ccc(/C=c2\sc3nc(-c4ccccc4Br)nn3c2=O)o1
5.6,Cc1cc(C)c(/C=C(\C#N)C(N)=S)c(C)c1
-1.3,C[C@H]1CN([C@@H](C)CO)C(=O)c2cccc(NC(=O)Nc3ccc(C(F)(F)F)cc3)c2O[C@@H]1CN(C)S(=O)(=O)c1ccccc1
0.7,COc1ccccc1CN1CCSCC1
-2.0,COCCn1c(SCC(=O)Nc2cc(C)on2)nnc1C(C)C
1.3,O=C(NCCCN1CCN(CCCNC(=O)c2cccc([N+](=O)[O-])c2)CC1)c1cccc([N+](=O)[O-])c1
0.1,CC(C)(C)SCCNC(=O)Nc1ccccc1
1.1,O=C(Nc1cccc(Cl)c1)Nc1cc(S(=O)(=O)N2CCOCC2)ccc1N1CCCC1
-1.3,O=C1CC(c2c[nH]c3ccccc23)C(=O)N1 (stereo unspecified)
-4.5,COc1ccccc1N1CCN(/N=C\c2ccc(C)o2)CC1
-0.2,COc1cccc(C(=O)NNC(=O)c2ccccc2-n2cccc2)c1
0.5,COc1ccccc1NC(=O)CN(C)S(=O)(=O)c1ccc2c(c1)CCC(=O)N2
-0.6,O=C(CN1CCC(Cc2ccccc2)CC1)NC(=O)NCc1ccco1
-0.6,CC[C@]1(C(=O)OC)[C@H]2C(=O)N(Cc3ccccc3)C(=O)[C@H]2[C@H]2CN=C(SCc3ccccc3)N21
-0.8,CC(C)(C)S(=O)N1C[C@@H]2CC(=O)C(c3ccccc3)=C2[C@H]1CCO (stereo partly specified)
1.8,Cc1cccc(C)c1N1C(=O)CC(N(O)c2ccccc2)C1=O (stereo unspecified)
0.4,COc1cccc(CNC(=O)[C@@H]2CCCN2C(=O)[C@@H]2CCCN2C(=O)c2ccc(Cl)cc2)c1
-0.1,COC(CNC(=O)c1coc2nc3ccccc3nc12)OC
2.7,O=C(NCc1cccc(Cl)c1)C1CCCO1 (stereo unspecified)
-1.1,CCOc1ccc(NC(=O)CSc2nc3[nH]ncc3c(=O)n2-c2ccccc2OC)cc1
1.7,COc1ccc(C(=O)c2ccc(OC)c(OC)c2)cc1OC
-0.1,CCOc1c(OC)cc(C2C(C#N)=C(N)Oc3n[nH]c(-c4ccncc4)c32)cc1OC (stereo unspecified)
5.2,Cc1ccc(NC(=O)c2nc[nH]c2C(=O)N2CCC(C)CC2)cc1
1.9,COc1ccc(C(CC(=O)NCc2ccccc2)Sc2n[nH]c(-c3ccccc3)n2)cc1 (stereo unspecified)

(list continues)
TTR transcr act,Molecule
-0.5,O=C(NCc1ccccc1)Nc1cccn(Cc2ccc(F)cc2)c1=O
0.0,CCc1ccc(NC(=O)C2CCN(S(=O)(=O)c3c(C)noc3/C=C/N(C)C)CC2)cc1
1.0,COc1ccc(C=NCC2COc3ccccc3O2)cc1OC (stereo unspecified)
-3.0,Cn1c(SCC(=O)c2ccccc2)nnc1-c1ccccn1
2.5,Cn1c(=O)c(C(=O)NNC(=O)c2cccc(Cl)c2)c(O)c2ccccc21
0.7,CC12CCC(=O)C=C1CCC1C2C(O)CC2(C)C1CCC21OCC1=O (stereo unspecified)
-1.1,CC(C)=CC(=O)N1CCCC(N2CCN(c3ccccc3C)CC2)C1 (stereo unspecified)
0.6,Cc1cc(OC(=O)c2cccc(Cl)c2)c([N+](=O)[O-])c(=O)[nH]1
0.9,CCNC(=S)N1CCC(C(=O)c2ccc3c(c2)OCCO3)CC1
-0.9,CCCNC(=O)C[C@@H]1CC[C@H]2NC[C@H](O)COC[C@@H]2O1
0.8,COc1cccc(/C=N/n2nnnc2N)c1
-0.8,COc1ccc(-c2nc3n(c(=O)c2C#N)CCS3)cc1
6.8,COc1ccc(NC(=O)C2CCCN2C(=O)Nc2cccc(F)c2)cc1 (stereo unspecified)
-2.6,CCOc1ccccc1N1CCN(C(=O)c2c(C)noc2C)CC1
-1.2,CCOCCCN(C)C1CCN(C(=O)c2oc3ccccc3c2NC(=O)COc2ccc(F)cc2)CC1
1.6,CCN(C(=O)c1cc(S(=O)(=O)N2CCCCC2)c[nH]1)c1ccc(OC)cc1
0.3,Cc1cc(N/C(=N/S(=O)(=O)c2cc(F)ccc2F)c2ccccc2)n(-c2ccccc2)n1
0.1,COc1cccc(OC)c1CN(C)C(=O)c1cnccc1C(F)(F)F
1.4,CC(C)N(c1ccccc1)c1ccc(NC(=O)C2CCCO2)cc1 (stereo unspecified)
3.7,COC(=O)c1sccc1NC(=S)N1CCN(c2cc(C)ccc2C)CC1
1.0,Cc1ccccc1/C=C/c1cc[n+](C)cc1
2.0,O=C(Nc1ccccn1)c1ccc(Cl)c(S(=O)(=O)N2CCOCC2)c1
0.9,CN(C)S(=O)(=O)c1ccc(Cl)c(NC(=O)COC(=O)/C=C/c2cnc3ccccc3n2)c1
2.5,COCCn1c(Cc2cccn2C)nnc1SCC(=O)NCc1ccc2c(c1)OCO2
-1.4,C=CCn1c(SCC(=O)/C(C#N)=C(\C)N)nc2sc(CC)cc2c1=O
-0.9,O=C(CCn1nnc(-c2cccs2)n1)NCc1ccccc1Cl
0.5,COc1cc(C(=O)N(C)CCOc2ccc(C)cc2)ccc1OC1CCN(C(C)=O)CC1
-1.8,C/C(=N\NC(=O)COc1ccc(C)cc1[N+](=O)[O-])c1ccc2c(c1)OCCO2
-1.8,C=CCn1c(SCc2nc3ccccc3[nH]2)nnc1-c1ccc(OC)cc1
-1.5,O=C(NCc1ccco1)c1ccc(N2CCCC2=O)cc1
-1.1,CCOC(=O)c1cnc2c(C)c(Cl)ccc2c1N1CCN(CC)CC1
-2.1,CCCCC(=O)Nc1ccc(C(=O)NCCc2ccccc2)cc1
-0.9,COc1cccc(NC(=O)CSc2nnc(-c3cccc(OC(C)C)c3)n2N)c1
-0.5,O=C(CO/N=C/c1ccccc1)Nc1c(F)c(F)c(F)c(F)c1F
-1.5,COc1cc(-c2cc(=O)c3c(C)cc(O)cc3o2)cc(OC)c1OC
2.5,Nc1nc(CN2CCN(c3ccccc3)CC2)nc(N2CCCc3ccccc32)n1
-0.8,Nc1ccc2c(c1)C(O)c1ccc(Cl)cc1-2 (stereo unspecified)
-4.6,CCOC(=O)Cc1csc(NC(=O)/C=C/c2ccc(OC)cc2)n1
0.0,O=C(Nc1ccc(C(=O)N2CCN(c3ccc(Cl)cc3)CC2)cc1)C1=CSCCO1
4.0,Cn1c(-c2ccsc2)c(-c2cccs2)c2cc(-c3ccc4cc[nH]c4c3)ccc21

Some of the compounds tested. The share of hits here may be higher or lower than overall.
